# Pin1 inhibitor – human Pin1 inhibition | 390,000 tested, 0.009% active | AID 504891 | Pin1 FP peptide displacement, HiFluor488, 10 min | Potency, µM (top dose mostly 115 µM), without a hit: at the top dose activity, negative = inhibition, usual class: inhibitors | Q13526; active = well fitted inhibition curve with a large enough effect in the polarisation, with a control signal flat, not every such curve was filed as active; inconclusive = small, poorly fitted or top-dose-only effect, or effect the other way, or a change in a side signal; inactive = no such curve, though single readings can be large or run the other way; the % refers to the polarisation; note: potency is the fitted concentration of half-maximal effect; % is set by controls: 0 for no effect and ±100 for the full control effect
# Target sequence (Q13526 whole entry, looked up): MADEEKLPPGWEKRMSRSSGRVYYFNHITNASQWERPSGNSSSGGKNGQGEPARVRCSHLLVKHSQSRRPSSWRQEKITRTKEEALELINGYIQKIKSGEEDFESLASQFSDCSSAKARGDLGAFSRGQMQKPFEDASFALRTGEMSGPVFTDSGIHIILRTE
# TrxR1 substrate – rat thioredoxin reductase 1 substrate activity; O89049; purified TrxR1 substrate turnover, NADPH consumption readout; Potency, µM (titrated, usually from 114 µM), for the others: top-dose activity change, negative = substrate turnover; 390,000 tested, 0.01% active; AID 588456; note: potency is the fitted concentration of half-maximal effect; % is set by controls: 0 for no effect and ±100 for the full control effect; nearly all actives have a fitted effect of over 50% in size
# Target sequence (O89049 whole entry, looked up): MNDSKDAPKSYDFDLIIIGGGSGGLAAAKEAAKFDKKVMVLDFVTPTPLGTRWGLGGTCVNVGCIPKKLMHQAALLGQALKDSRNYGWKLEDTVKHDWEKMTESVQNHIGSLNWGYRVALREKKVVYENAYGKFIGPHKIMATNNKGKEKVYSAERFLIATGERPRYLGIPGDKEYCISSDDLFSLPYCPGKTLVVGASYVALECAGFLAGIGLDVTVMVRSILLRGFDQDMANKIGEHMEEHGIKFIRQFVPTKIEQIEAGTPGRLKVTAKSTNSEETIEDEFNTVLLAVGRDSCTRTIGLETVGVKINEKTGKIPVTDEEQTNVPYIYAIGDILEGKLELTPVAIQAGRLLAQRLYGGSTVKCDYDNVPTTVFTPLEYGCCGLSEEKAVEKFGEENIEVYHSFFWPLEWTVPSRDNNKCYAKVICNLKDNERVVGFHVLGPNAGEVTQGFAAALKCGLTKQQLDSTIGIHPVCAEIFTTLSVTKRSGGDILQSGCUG
#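 Rat TrxR1, dispensed at 90 nM, was prereduced with 400 uM NADPH (final) for 5 min at ~22 deg C, then incubated with compound 15 min before 400 uM selenite. A first-read NADPH fluorescence drop versus no-compound background flagged substrates.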
# TRHR agonist – agonists of human TRH receptor; P34981; TRHR cells, calcium flux fluo-8, FDSS agonist mode; activation, % at 2 µM; 360,000 tested, 0.18% active; in the data active = activation above about 30%; note: 0% is about no effect
#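 Read-out: compound-evoked intracellular calcium rise in TRHR cells, fluo-8 dye, kinetic FDSS fluorescence at 1 s/cycle following a 10-cycle baseline. Cells cultured overnight before dye loading (30 min–1.5 h, RT).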
# IDH1 R132H inh – blocks human mutant IDH1 R132H enzyme | O75874 | IDH1-R132H enzyme, NADPH consumption, diaphorase/resazurin fluorescence | Potency, µM (doses to about 76.6 µM), for the others: at the highest dose activity change, negative = inhibition, actives largely listed as inhibitors | 390,000 tested, 0.093% active; note: potency is the fitted concentration of half-maximal effect; % is set by controls: 0 for no effect and ±100 for the full control effect; nearly all actives have a fitted effect of over 65% in size
# Target sequence (O75874 whole entry R132H, stated change not applied): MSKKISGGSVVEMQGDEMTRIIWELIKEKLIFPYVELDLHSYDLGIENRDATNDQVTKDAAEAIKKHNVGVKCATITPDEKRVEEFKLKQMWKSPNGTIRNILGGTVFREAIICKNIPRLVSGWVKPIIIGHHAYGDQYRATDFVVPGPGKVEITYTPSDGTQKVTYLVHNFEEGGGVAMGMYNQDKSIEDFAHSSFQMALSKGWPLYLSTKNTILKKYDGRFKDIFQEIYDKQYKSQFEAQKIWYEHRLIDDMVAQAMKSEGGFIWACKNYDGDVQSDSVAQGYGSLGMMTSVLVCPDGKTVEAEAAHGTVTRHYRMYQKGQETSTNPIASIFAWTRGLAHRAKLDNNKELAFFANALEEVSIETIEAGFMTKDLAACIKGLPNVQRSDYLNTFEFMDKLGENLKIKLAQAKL
#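 IDH1-R132H (0.5 ug/mL) preincubated 30 min with compound, then NADPH (0.016 mM) and alpha-KG (2 mM) added; 80 min at RT, pH 7.5. Remaining NADPH coupled via diaphorase/resazurin to fluorescence (540/590 nm); concentration-response curves normalized to no-enzyme control.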
# D2 agonist – activates the human D2 dopamine receptor; 340,000 tested, 0.53% active; AID 485358; HEK293 T-REx D2 cells, calcium flux agonist mode; activation, % at 2 µM; P14416;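 active = activation over 3 SD above normal in the single-dose calcium agonist read, cut at about 30% in these data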; note: 0% is about no effect
#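 Tetracycline-induced HEK293 Trex cells with D2 receptor force-coupled to calcium signaling, plated overnight at 30 C and loaded with no-wash calcium dye. Calcium flux read kinetically for 180 s after compound addition; responses flag agonists.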
# rTrxR1 inhibitor – rat TrxR1 inhibition; Potency, µM (titrated, usually from 114 µM), inactives show top-dose activity change, negative = inhibition, actives largely listed as inhibitors; AID 588453; 390,000 tested, 1% active; O89049; recombinant rTrxR1, NADPH fluorescence consumption, selenite substrate; note: potency is the fitted concentration of half-maximal effect; % is set by controls: 0 for no effect and ±100 for the full control effect; nearly all actives have a fitted effect of over 65% in size
#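 Rat TrxR1 (90 nM in the dispensed reagent) was pre-reduced with 400 uM NADPH for 5 min at room temperature, then incubated with compound for 15 min. After 400 uM selenite was added, NADPH fluorescence (Ex 340/Em 450 nm) was followed for 8 min.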
# D2 antagonist – antagonists of human D2 dopamine receptor. P14416. inhibition, % at 10 µM. 340,000 tested, 2% active. HEK293 TREx D2 cells, calcium flux, dopamine EC80; in the data active = inhibition above about 30%; note: 0% is about no effect
#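 Tetracycline-induced HEK293 T-REx cells expressing D2 force-coupled to calcium signalling were dye-loaded, exposed to compound for 180 s, then challenged with an EC80 of dopamine; calcium flux was followed kinetically for a further 180 s.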
# TRHR enhancer – TRH receptor (human) allosteric enhancement | 360,000 tested, 0.66% active | AID 493056 | enhancement, % at 2 µM | P34981 | TRHR cells, fluo-8 calcium fluorescence, EC20 TRH enhancement; in the data active = enhancement above about 30%; note: 0% is about no effect
#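 TRHR-expressing cells loaded with fluo-8 calcium dye were read kinetically (ex 480/em 530) during compound addition, then stimulated with an EC20 of TRH (10 nM final). Enhancement of the Gq-mediated intracellular calcium response was scored.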
# USP1-UAF1 inh – USP1/UAF1 (human) deubiquitinase inhibition; Potency, µM (top dose mostly 57.1 µM), without a hit: top-dose activity change, negative = inhibition, usual class: inhibitors; recombinant USP1/UAF1, Ub-Rhodamine cleavage fluorescence; 390,000 tested, 0.23% active; AID 743255; note: potency is the fitted concentration of half-maximal effect; % is set by controls: 0 for no effect and ±100 for the full control effect; nearly all actives have a fitted effect of over 60% in size; inactives centre near -12
#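 USP1/UAF1 complex at 1 nM was preincubated with compound for 15 min at room temperature, then Ub-Rho substrate (150nM final) was added. Fluorescence (480/540 nm) was read kinetically, 6 reads every 60 seconds.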
# The depositor's hits bear a star; ? = inconclusive; · = no result given; [ ] = remark or other dose. Unless noted, calls come from the whole dose curve; as a rule, active = well fitted inhibition curve with a large enough effect; inconclusive = small, poorly fitted or top-dose-only effect; inactive = no such curve, though single readings can be large or run the other way.
SMILES,Pin1 inhibitor,TrxR1 substrate,TRHR agonist,IDH1 R132H inh,D2 agonist,rTrxR1 inhibitor,D2 antagonist,TRHR enhancer,USP1-UAF1 inh
O=C(O)c1cccc(S(=O)(=O)Nc2ccccc2Cc2ccccc2)c1,4%,-4%,-0.4,-6%,-0.7,-3%,10,4,-6%
COC(=O)c1ccc(NC(=O)CN2CCN(c3ccccc3)CC2)cc1,-3%,-2%,-0.2,3%,71*,-3%,95*,-8,-15%
C[C@H]1C[C@H]2[C@@H]3CCC4=CC(=O)C=C[C@]4(C)[C@@]3(Cl)[C@@H](O)C[C@]2(C)[C@@]1(O)C(=O)CO,-6%,0%,0.6,0%,-3.5,15%,15,-3,-17%
CCOc1ccccc1NC(=O)COc1cccnc1[N+](=O)[O-],0%,5%,·,6%,·,21%,·,·,-14%
O=C(Nc1cnc(N2CCN(c3ccccc3)CC2)c(C(=O)O)c1)c1cccs1,0%,-9%[57.1 µM],-0.1,6%,0.3,-21%[57.1 µM],·,5,-24%
Cc1ccc(Cn2c(=O)n(Cc3ccco3)c(=O)c3sc4ccccc4c32)cc1,4%,1%,0.5,28%,0.0,7%,·,-10,0%
Cc1nnc(SC(C)C(=O)Nc2ccc(S(=O)(=O)N3CCCCC3)cc2)s1 (centres undefined),7%,-2%,0.5,7%,0.7,5%,1,-5,-4%
Cc1ccccc1NC(=S)NCc1ccc2c(c1)cc(C)n2C,-4%,5%[57.1 µM],-0.7,-4%,-1.2,9%[57.1 µM],13,3,-18%
CCOC(=O)C1=C(CS(=O)(=O)c2ccccc2)NC(=O)NC1c1ccccc1OC (centres undefined),-10%,-4%,1.3,5%,0.6,6%,-12,0,-18%
O=C(c1ccc(F)cc1)N1CCOC(c2nc(-c3ccc(F)cc3)no2)C1 (centres undefined),7%,8%[57.1 µM],0.3,15%,0.9,14%[57.1 µM],10,9,-9%
Cc1ccc(-c2c(C)n([O-])c3c([n+]2=O)CCCCC3)cc1,-6%,-1%,0.0,-5%,0.9,4%,-12,8,-18%
CC(=O)Nc1ccc2nc(SCC(=O)Nc3ccc(N4CCOCC4)c(Cl)c3)sc2c1,-3%,-2%,-0.3,-4%,-0.1,-5%,-2,-8,-12%
O=C(NCc1ccco1)C(C(=O)c1ccc(F)cc1)n1ccccc1=O (centres undefined),-7%,-4%,-0.5,0%,-0.1,12%,8,4,-3%
Cc1ccc(NC(=O)C(C)Sc2nc(-c3ccccc3)c(C#N)c(=O)[nH]2)c(C)c1 (centres undefined),-1%,8%,0.2,-21%,-0.1,23%,·,0,-14%
CCOC(=O)C1CCCN(C(=O)CN2C(=O)c3ccccc3C2=O)C1 (centres undefined),-7%,2%,0.3,3%,-0.1,4%,0,2,-15%
CCc1ccc(CNC(=O)c2cc3c(=O)n(Cc4cccs4)ccc3nc2C)cc1,13%,10%[57.1 µM],-0.5,-6%,-0.4,11%[57.1 µM],·,5,-5%
COc1ccccc1NC(CC(=O)c1ccccc1)C(=O)OCC(=O)c1ccc(Br)cc1 (centres undefined),17%,-6%,0.5,1%,0.6,71µM*,7,2,-22%
C=CCc1cccc2cc(C(=O)NCc3cccnc3)c(=O)oc12,?,9%,-1.6,6%,-0.3,7%,-16,2,-11%
NC(=O)CCC(NC(=O)c1ccc(Cl)cc1)C(=O)NCCc1ccc2c(c1)OCCO2 (centres undefined),6%,-3%,-0.4,0%,-0.3,6%,42*,2,-9%
COc1ccc(Br)cc1CNC(=O)c1nn(-c2ccc(C)cc2)c(=O)c2c1c1ccccc1n2C,1%,-2%,-0.8,4%,-0.6,10%,·,2,-16%
Cc1ccc2c(c1)c(=O)c1ccccc1n2CCCC(=O)Nc1cc(Cl)ccc1C,50%[activator],16%,-0.3,1%,-2.2,1%,·,4,-19%
CCN1CCCC1CNCc1ccc(Cl)cc1Cl (centres undefined),0%,4%[57.1 µM],0.5,17%,1.1,17%[57.1 µM],-9,-5,3%
Cc1sc2nc(NCCO)[nH]c(=O)c2c1C,?,-1%,0.3,6%,1.0,10%,14,0,-21%
COc1cc(OC)cc(C(=O)NCCNC(=O)c2ccco2)c1,6%,4%,0.3,6%,0.0,6%,3,1,-19%

# A draw from above in order of SMILES length, low to high:
SMILES,Pin1 inhibitor,TrxR1 substrate,TRHR agonist,IDH1 R132H inh,D2 agonist,rTrxR1 inhibitor,D2 antagonist,TRHR enhancer,USP1-UAF1 inh
CCN1CCCC1CNCc1ccc(Cl)cc1Cl (centres undefined),0%,4%[57.1 µM],0.5,17%,1.1,17%[57.1 µM],-9,-5,3%
Cc1sc2nc(NCCO)[nH]c(=O)c2c1C,?,-1%,0.3,6%,1.0,10%,14,0,-21%
C=CCc1cccc2cc(C(=O)NCc3cccnc3)c(=O)oc12,?,9%,-1.6,6%,-0.3,7%,-16,2,-11%
O=C(NCc1ccco1)C(C(=O)c1ccc(F)cc1)n1ccccc1=O (centres undefined),-7%,-4%,-0.5,0%,-0.1,12%,8,4,-3%
CCc1ccc(CNC(=O)c2cc3c(=O)n(Cc4cccs4)ccc3nc2C)cc1,13%,10%[57.1 µM],-0.5,-6%,-0.4,11%[57.1 µM],·,5,-5%
Cc1ccc2c(c1)c(=O)c1ccccc1n2CCCC(=O)Nc1cc(Cl)ccc1C,50%[activator],16%,-0.3,1%,-2.2,1%,·,4,-19%
COc1ccccc1NC(CC(=O)c1ccccc1)C(=O)OCC(=O)c1ccc(Br)cc1 (centres undefined),17%,-6%,0.5,1%,0.6,71µM*,7,2,-22%
COc1ccc(Br)cc1CNC(=O)c1nn(-c2ccc(C)cc2)c(=O)c2c1c1ccccc1n2C,1%,-2%,-0.8,4%,-0.6,10%,·,2,-16%

# Next section:
SMILES,Pin1 inhibitor,TrxR1 substrate,TRHR agonist,IDH1 R132H inh,D2 agonist,rTrxR1 inhibitor,D2 antagonist,TRHR enhancer,USP1-UAF1 inh
CC(=O)NC1CCN(C(=O)N2CCCC2)CC1,-1%,-9%,0.1,4%,0.4,-9%,-18,8,-19%
COc1cc(/C=C/C(=O)OCC(=O)NCCc2ccccc2)cc(OC)c1OC,-15%,4%[57.1 µM],-0.9,7%,-0.3,32%[57.1 µM],7,-3,-21%
CC(C)[C@H](NS(=O)(=O)c1cccc(C(F)(F)F)c1)C(=O)OCC(=O)NC(=O)NCc1ccco1,-5%,-3%,·,4%,·,-15%,·,·,-14%
COCc1[nH]c(=S)c(C#N)cc1C(=O)OC,?,1%[57.1 µM],1.0,8%,-0.3,14µM*,-2,6,-11%
Cn1c(=O)c2c(nc(Sc3ncnn3CC(=O)N3CCOCC3)n2C)n(C)c1=O,-6%,9%,0.5,-3%,0.7,47%,2,-9,-10%
COc1cc(C)nc(N2CCC(C(N)=O)CC2)n1,-5%,14%,-0.6,2%,-0.7,11%,1,9,-21%
NC(=O)c1sc2nc(N3CCCCC3)c3c(c2c1N)CCCC3,7%,8%,-1.5,-3%,0.8,28%,2,1,-6%
COc1ccc(CCN(C)C(=O)N2CCOCC2)cc1OC,-12%,0%,0.5,-9%,0.2,7%,6,-3,-19%
COC(=O)Cc1c(C)c2ccc(OCC(=O)N3CCC(C)CC3)c(C)c2oc1=O,-1%,203%[activator],0.2,1%,0.3,-23%,-13,9,4%
COc1ccc(Cn2nnc3c(=O)[nH]c(C(=O)NCCc4ccc(F)cc4)nc32)cc1OC,1%,-8%,-0.3,-3%,-1.6,7%,0,2,-5%
Cc1cc(NC(=S)N(CCN2CCOCC2)Cc2ccccc2F)ccc1Cl,8%,-13%[57.1 µM],1.8,6%,-0.1,31%[activator][57.1 µM],2,3,-16%
CC1CCCN(c2cc3c(cc2F)c(=O)c(S(=O)(=O)c2cccc(Cl)c2)cn3C)C1 (centres undefined),2%,78%[activator],1.4,1%,0.2,60%[activator],·,1,-11%
COCCN1Cc2cccc(C(=O)Nc3ccc(Cl)cc3Cl)c2C1=O,1%,-4%,0.9,21%,-0.1,1%,·,-6,-25%
Cc1ccc(C(=O)CCC(=O)OCC(=O)NNC(=O)c2ccc([N+](=O)[O-])cc2)cc1,1%,-6%,0.3,3%,·,-1%,·,-2,8%
CCCNC(=O)CCNS(=O)(=O)c1ccc2c(c1)c(=O)n(C)c(=O)n2C,-8%,0%,1.1,0%,0.8,6%,·,16,-19%
COc1ccc(OC)c(C2CC(c3ccc(NS(C)(=O)=O)cc3)=NN2C(=O)c2ccccc2)c1 (centres undefined),12%,-9%,0.0,8%,-0.3,-8%,9,-4,-29%
CC1(C)CC(NC(=O)c2ccc(-c3ccc([N+](=O)[O-])cc3)o2)CC(C)(C)N1,-1%,-8%,0.6,-9%,-0.3,?,2,2,0%
CCCc1ccc(S(=O)(=O)N2CCC(c3nnnn3-c3ccc(OC)cc3)CC2)cc1,-18%,-1%,1.5,-12%,1.3,19%,·,-5,-23%
Cn1c(=O)n(C)c2cc(S(=O)(=O)NCCc3ccccc3)ccc21,-2%,10%[57.1 µM],0.5,0%,1.8,17%[57.1 µM],-4,-6,1%
O=S(=O)(c1ccccc1)N1CCC(N2CCN(c3ccccc3)CC2)CC1,·,·,0.1,·,74*,·,71*,0,·
N/C(=N\N=Cc1ccc2c(c1)OCO2)NN=Cc1ccc2c(c1)OCO2,-2%,10%[57.1 µM],·,8%,·,3%[11.4 µM],·,·,-20%
CCOc1ccc(OCC)c(NC(=O)c2cc(S(=O)(=O)N3CCc4ccccc43)cn2C)c1,0%,33%,0.1,-10%,-0.1,40%,·,10,-3%
Brc1ccc(Cn2c(-c3ccc(Br)o3)nc3ccccc32)o1,9%,5%,-1.0,0%,-1.1,-6%,1,0,-25%
CCOCC(=O)Nc1cc(C(=O)Nc2cccc(C)c2C)ccc1Cl,-12%,7%,-0.4,4%,0.0,9%,-15,1,?

# Screening results: PubChem BioAssay, National Center for Advancing Translational Sciences (NCATS)

# Some of the compounds tested, so the mix of outcomes need not match the whole.
